Myeloid diff MLP: compounds promoting myeloid differentiation; AID 624256; 360,000 compounds, 1% hits; calls only at 10 µM; ER-HoxA9 myeloid progenitors, lysozyme-GFP differentiation, flow cytometry;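 active = normalized GFP-positive differentiation at or above the plate's own cutoff, the solvent-only control mean plus 3 SD; inconclusive = no clear call, values can overlap the other calls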;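 note: cells exposed to compound for four days before flow analysis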
T cell modulator: T cell immune modulators affecting CD8 T cell-vesicle binding; 2C CD8+ T cell-vesicle binding, flow cytometry; stronger effect = lower value; calls only at 7 µM; 330,000 compounds, 0.068% hits; AID 2052;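 active = response, share of CD8 T cells binding vesicles, and their 90th percentile fluorescence all below set limits, cut at about 80% in these data, passing the limit was not always enough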
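Material: murine 2C transgenic CD8+ T lymphocytes / Also added: QL9-peptide-loaded Drosophila micro-vesicles bearing Ld, ICAM-1 and B7-1 / Schedule: binding step 1.5 h, 37 °C, antibody labelling 20 min, ice / Signal: flow cytometry, PE anti-B7-1 (FL2) versus Alexa647 anti-CD8 (FL8), PFA-fixed / Evaluation: percent CD8+ FL2 mean versus row control / Benchmarks: naked versus QL9-loaded vesicles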
MgcRacGAP inhibition: MgcRacGAP GTPase-activating activity inhibitors, confirmation, biochemical, ADP Hunter fluorescence. MgcRacGAP-stimulated Rac1 GTP hydrolysis, ADP Hunter fluorescence; higher % means a stronger effect; GST-tagged Rac1 F28L mutant substrate. inhibition, % at 30 µM, or IC50 in µM where a hit was titrated. 340,000 compounds, 0.6% hits;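 active = first-screen hits whose inhibition reached a set limit at any dose in the follow-up dose series; inconclusive = inhibition above the set first-screen limit but never retested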;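 note: fluorescence reports GDP produced by GAP-driven GTP hydrolysis; strong numbers were not always called active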
T cell modulator vesicle-bound %: also measured in T cell modulator; calls as there; double positive events, %; measured here: CD8+ vesicle-bound cell fraction;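 binding gate set so that unloaded-vesicle control wells show 10% double positive cells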
Myeloid diff MLP GFP+ MAC1+ %: also measured in Myeloid diff MLP; calls as there; GFP+ MAC1+ double positive, %; measured here: differentiation confirmed by MAC1 staining
* = called active by the depositor; i = inactive; u = inconclusive; & = joins results of further samples.

SMILES	Myeloid diff MLP	Myeloid diff MLP GFP+ MAC1+ %	T cell modulator	T cell modulator vesicle-bound %	MgcRacGAP inhibition
CCOC(=O)C1=CC[C@@H](c2cc(OC)c(OC)c(OC)c2)N(S(=O)(=O)c2ccc(C)cc2)[C@H]1C(=O)OCC	i	1.0	i	10	3%
CCc1cccc(NC(=O)CC2SC(N3CCCC3)=NC2=O)c1 (stereo unspecified)	i	0.4	i	52	5%
CCN(C[C@H]1N[C@@](CC)(C(=O)OC)[C@H]2C(=O)N(Cc3ccccc3)C(=O)[C@@H]12)C(=O)c1ccccc1	i	2.4	i	22	3%
COc1cc(/C=C2\SC(=O)N(CCNC(=O)c3c(C)noc3C)C2=O)cc(OC)c1OC	i	0.9	i	43	5%
O=C1CCC(C(=O)OCC(=O)Nc2cc(Cl)ccc2F)=NN1	i	0.7	i	32	1%
O=C(NCc1cccc(C(F)(F)F)c1)N1CCN(C(=O)c2ccccc2)CC1	i	0.9	i	32	6%
COc1ccccc1N1CCN(C(=O)CSc2nnc(C)n2C2CC2)CC1	i	1.4	i	51	2%
Clc1ccccc1-c1ccc2ncnc(NCc3cccnc3)c2c1	i	0.3	i	7	11%
Cc1ccc(OCC(=O)N(C)CC(=O)Nc2ccc(Cl)c(C(F)(F)F)c2)c([N+](=O)[O-])n1	i	0.9	i	52	-6%
O=C(COc1ccc(Oc2ccccc2)cc1)NC1CCS(=O)(=O)C1 (stereo unspecified)	i	1.3	i	50	1%
O=C(O)c1ccccc1NS(=O)(=O)c1ccc(NN=Cc2ccc(F)cc2)c([N+](=O)[O-])c1	i	0.7	i	45	6%
O=C(C[C@@H]1C/C=C/CC[C@H](Cc2ccc(F)cc2)C(=O)O[C@H](c2ccccc2)CNC1=O)NCCO	i	1.9	i	36	-18%

Among those listed so far, these contain a nitro group on carbon.
SMILES	Myeloid diff MLP	Myeloid diff MLP GFP+ MAC1+ %	T cell modulator	T cell modulator vesicle-bound %	MgcRacGAP inhibition
Cc1ccc(OCC(=O)N(C)CC(=O)Nc2ccc(Cl)c(C(F)(F)F)c2)c([N+](=O)[O-])n1	i	0.9	i	52	-6%
O=C(O)c1ccccc1NS(=O)(=O)c1ccc(NN=Cc2ccc(F)cc2)c([N+](=O)[O-])c1	i	0.7	i	45	6%

(next part)
SMILES	Myeloid diff MLP	Myeloid diff MLP GFP+ MAC1+ %	T cell modulator	T cell modulator vesicle-bound %	MgcRacGAP inhibition
Nc1nc(SCC(=O)N2CCCc3ccccc32)n[nH]1	i	0.7	i	46	6%
CC(=O)N1CCN(c2ccc(S(=O)(=O)N3CCCCC3)cc2[N+](=O)[O-])CC1	i	1.3	i	20	-5%
COc1ccc(S(=O)(=O)N(C)C[C@H]2Oc3c(NS(=O)(=O)c4cn(C)cn4)cccc3C(=O)N([C@H](C)CO)C[C@@H]2C)cc1	i	1.3	i	14	4%
COc1ccc(CNC(=O)CN(C)CC(=O)Nc2ccccc2Br)cc1	i	1.1	i	12	4%
Cc1ccc(NC(=O)COC(=O)c2cccc(C)c2[N+](=O)[O-])cc1S(=O)(=O)N1CCCCC1	i	1.2	i	48	-1%
O=C(NCc1cccc(F)c1)c1cccc2c1C(=O)c1ccc(Cl)cc1S2(=O)=O	i	1.3	i	30	-2%
Cc1ccc(S(=O)(=O)N(C)C[C@@H]2Oc3c(NC(=O)C4CC4)cccc3C(=O)N([C@@H](C)CO)C[C@@H]2C)cc1	i	1.1	i	8	8%
O=C(COC(=O)c1ccc(Cl)cc1[N+](=O)[O-])NCc1ccco1	i	0.6	i	47	6%
C[C@@H]1COC(=O)[C@H](CC(=O)OC(C)(C)C)C/C=C\C[C@@H](CC(=O)NCCO)C(=O)N1	i	1.5	i	46	-15%
CC(C)NC(=O)N(C)C[C@H]1Oc2ccc(NC(=O)C3CC3)cc2C(=O)N([C@H](C)CO)C[C@@H]1C	i	1.3	i	13	-20%
CC(OC(=O)Cn1ccccc1=O)C(=O)Nc1cc(Cl)cc(Cl)c1 (stereo unspecified)	i	0.8	i	47	3%
O=C(C[C@H]1C/C=C\CC[C@@H](Cc2ccc(F)cc2)C(=O)OC[C@H]2CCCN2C1=O)N[C@@H](CO)Cc1ccccc1	i	2.0	i	6	3%
CC(C)n1ncc2c(C(=O)NCCOc3ccccc3F)cc(C3CC3)nc21	i	0.4	i	53	6%
CCN(CC(=O)NCc1cccs1)C(=O)c1cccc(Cl)c1	i	0.4	i	53	2%
COc1cc(CC(=O)NNC(=O)c2cccs2)cc(OC)c1OC	i	1.0	i	27	-4%
C=CC[C@@H](Cc1ccc(F)cc1)C(=O)OC[C@@H]1CCCN1C(=O)[C@@H](CC=C)CC(=O)N[C@@H](CO)Cc1ccccc1	i	1.1	i	14	5%
O=C(Cn1nnc(-c2ccccc2)n1)NCC(=O)Nc1ccc(F)c(F)c1F	i	0.6	i	42	11%
Cc1ccc(S(=O)(=O)N2CC(=O)N3CCN(CCN)C3C2)cc1 (stereo unspecified)	i	2.3	i	5	12%
O=C(CSc1nc2ncc(Cl)cc2[nH]1)N1CCC(Cc2ccccc2)CC1	i	0.5	i	52	5%
Cc1ccc(S(=O)(=O)/N=C(/Nc2ccc([N+](=O)[O-])cc2[N+](=O)[O-])c2ccccc2)cc1	i	0.9	i	42	9%
CC(C)C[C@H](NC(=O)c1nc[nH]c1C(=O)NCCNC(=O)OC(C)(C)C)C(=O)CNCCNC(=O)c1[nH]cnc1C(=O)N[C@@H](C)C(=O)OC(C)(C)C	i	0.8	i	12	4%
COc1ccc(CCNC(=O)COC(=O)c2cc(S(=O)(=O)N3CCOCC3)ccc2C)cc1OC	i	0.7	i	36	-2%
CN1CC(=O)N(CC(=O)Nc2ccc(OCc3ccccc3)cc2)C1=O	i	0.0	i	45	-2%
O=C(CC1C[C@H](C(=O)N2CCOCC2)[C@@]2(CCC3CCCC3)c3[nH]c4ccccc4c3CCN2C1=O)NCCC1=CCCCC1 (stereo partly specified)	i	0.4	i	8	8%
COc1ccc(S(=O)(=O)Nc2cccc3c2O[C@H](CN(C)C(=O)Nc2ccc(C(F)(F)F)cc2)[C@@H](C)CN([C@H](C)CO)C3=O)cc1	i	1.0	i	14	10%
CC(C)NC(=O)N(C)C[C@H]1Oc2ccc(NS(=O)(=O)c3ccc(F)cc3)cc2C(=O)N([C@H](C)CO)C[C@@H]1C	i	0.4	i	6	6%
COc1ccccc1-c1oc2ccccc2c1-c1ccccc1OC	i	2.2	i	7	7%
Cc1ccc(S(=O)(=O)N2CCOCC2)cc1C(=O)OCC(=O)N1CCCCC1	i	0.5	i	16	-4%
COc1ccc(Br)cc1S(=O)(=O)NCCc1cccs1	i	0.3	i	40	-5%
COc1ccc(S(=O)(=O)N2CCOCC2)cc1NC(=O)COc1ccc2ccc(=O)oc2c1	i	1.0	i	41	1%
CCOC(=O)c1c(C)[nH]c(C)c1C(=O)COC(=O)c1cccnc1Cl	i	0.5	i	46	-8%
Cc1ccc(S(=O)(=O)NCCC(=O)NNc2c(F)c(F)cc(F)c2F)cc1	i	0.9	i	29	6%
O=C(COc1ccc(S(=O)(=O)N2CCOCC2)cc1)Nc1ccc(Br)cc1	i	0.0	i	49	4%
Cc1ccc(C(=O)OCC(=O)NCCN2C(=O)CSC2=O)cc1[N+](=O)[O-]	i	0.6	i	34	-2%
CCOc1ccccc1C(=O)OCC(=O)Nc1cccc(S(=O)(=O)N2CCCC2)c1	i	0.1	i	49	8%
CS(=O)(=O)N1Cc2ccccc2CC1C(=O)OCC(=O)NCc1ccccc1 (stereo unspecified)	i	1.0	i	38	2%
C=C1C[C@H](O[C@@H]2O[C@H](CO)[C@@H](O)[C@H](O)[C@H]2O)[C@@H]2[C@H](OC(=O)[C@H]2C)[C@H]2[C@H](C)[C@H](O)C[C@@H]12	i	1.1	i	40	7%
Cc1ccc(S(=O)(=O)N2CCOCC2)cc1C(=O)NC1=NCCS1	i	0.6	i	53	3%
COc1ccc(-c2sc3ccc(-c4ccc5c(c4)OCO5)cc3c2-c2ccc(OC)nc2)cc1	i	1.0	i	22	12%
COc1cc(CC(=O)OCC(=O)N2CCN(C(=O)c3ccco3)CC2)cc(OC)c1OC	i	0.3	i	47	8%
O=C1NCCOC(=O)[C@H](Cc2ccc(F)cc2)C/C=C\C[C@@H]1CC(=O)N(CCO)Cc1ccccc1	i	1.1	i	22	4%
CCc1ccc(N2CC(C(=O)OCC(=O)NC3CC3)CC2=O)cc1 (stereo unspecified)	i	1.2	i	56	0%
C=CC[C@@H](CC(=O)OC(C)(C)C)C(=O)OC[C@@H]1CCCN1C(=O)[C@@H](CC=C)CC(=O)N[C@H](CO)Cc1ccccc1	i	1.5	i	14	-2%
COc1ccc(Cl)cc1-c1nc(SCC(=O)NC2CCCC2)n[nH]1	i	0.9	i	34	3%
Cc1nc(SCC(=O)Nc2cccc(S(=O)(=O)N3CCOCC3)c2)nc(C)c1C	i	0.8	i	39	6%
O=C(COC(=O)CCC(=O)N1CCOCC1)Nc1ccc(Br)cc1Br	i	1.2	i	42	-2%
COc1ccc(OCc2nnc(SCC(=O)NCC3CCCO3)n2N)cc1 (stereo unspecified)	i	0.3	i	47	7%
C#CCOCCOCCOCCNc1nc(N2CCN(C(=O)[C@H](CCCN=C(N)N)n3cc(C(N)[C@@H](C)CC)nn3)CC2)nc(N2CCN(C(=O)[C@H](CCCCN)n3cc([C@@H](N)[C@H](C)CC)nn3)CC2)n1 (stereo partly specified)	i	1.2	i	17	u

Copied from the list.
`CC(C)NC(=O)N(C)C[C@H]1Oc2ccc(NS(=O)(=O)c3ccc(F)cc3)cc2C(=O)N([C@H](C)CO)C[C@@H]1C` – T cell modulator vesicle-bound % = 6
`CCc1ccc(N2CC(C(=O)OCC(=O)NC3CC3)CC2=O)cc1` (stereo unspecified) – T cell modulator vesicle-bound % = 56
`CC(C)n1ncc2c(C(=O)NCCOc3ccccc3F)cc(C3CC3)nc21` – T cell modulator vesicle-bound % = 53
`O=C(CC1C[C@H](C(=O)N2CCOCC2)[C@@]2(CCC3CCCC3)c3[nH]c4ccccc4c3CCN2C1=O)NCCC1=CCCCC1` (stereo partly specified) – MgcRacGAP inhibition = 8%

The results go on:
SMILES	Myeloid diff MLP	Myeloid diff MLP GFP+ MAC1+ %	T cell modulator	T cell modulator vesicle-bound %	MgcRacGAP inhibition
N#Cc1cccc(NC(=O)CCc2ccc(S(=O)(=O)N3CCOCC3)cc2)c1	i	0.8	i	46	-1%
Cc1ccc(OCC(=O)N2CCCCC2C)c([N+](=O)[O-])n1 (stereo unspecified)	i	1.4	i	4	3%
O=C(CSc1ccccc1F)NC(=O)c1ccc(Cl)cc1	i	0.7	i	47	1%
O=c1cc(CO)oc2ccccc12	i	1.9	i	57	5%
COc1cc(-c2cc(C(=O)Nc3cc(S(=O)(=O)N4CCOCC4)ccc3O)c3ccccc3n2)cc(OC)c1OC	i	0.5	i	55	6%
CC[C@@]1(C(=O)OC)N[C@H](CN(C)S(=O)(=O)c2ccc(C(C)(C)C)cc2)[C@@H]2C(=O)N(C)C(=O)[C@@H]21	i	1.1	i	18	4%
Cc1ccn2c(NCc3ccccc3)c(-c3cccc(SC4CCCCC4)c3)nc2c1	i	2.5&1.3	i	15	3%
O=C(CN1C(=O)NC2(CCCCCCC2)C1=O)Nc1ccc(OC(F)F)cc1	i	1.0	i	57	-1%
O=C(CNC(=O)c1ccc(Cl)cc1Cl)OCc1cn2cc(Br)ccc2n1	i	1.1	i	40	2%
COc1ccc(S(=O)(=O)Nc2cccc(S(=O)(=O)N3CCCCC3)c2)cc1	i	0.5	i	37	-2%
O=C(O)c1cccc(Nc2nc3ccccc3nc2NS(=O)(=O)c2ccc(F)cc2)c1	i	0.6	i	41	7%
COc1cc(/C=C/C(=O)OCC(=O)NCCCc2ccccc2)cc(OC)c1OC	i	0.8	i	24	2%
CC(C)N(C(=O)[C@H]1CC(CC(=O)NC(C)(C)C)C(=O)N2CCc3c([nH]c4ccccc34)[C@]12C)C(C)C (stereo partly specified)	i	0.2	i	8	11%
CCc1cccc(C)c1NC(=O)CN1C(=O)NC(CCc2ccccc2)C1=O (stereo unspecified)	i	0.1	i	22	6%
COc1ccc(OC)c(NC(=O)COC(=O)/C=C/c2ccco2)c1	i	0.1	i	36	0%

Rewritten with values under each structure: 2 of the compounds above.
Order of values: Myeloid diff MLP	Myeloid diff MLP GFP+ MAC1+ %	T cell modulator	T cell modulator vesicle-bound %	MgcRacGAP inhibition
> CC(C)C[C@H](NC(=O)c1nc[nH]c1C(=O)NCCNC(=O)OC(C)(C)C)C(=O)CNCCNC(=O)c1[nH]cnc1C(=O)N[C@@H](C)C(=O)OC(C)(C)C
    i	0.8	i	12	4%
> COc1ccc(CCNC(=O)COC(=O)c2cc(S(=O)(=O)N3CCOCC3)ccc2C)cc1OC
    i	0.7	i	36	-2%

Not all compounds are listed, so the mix of outcomes need not match the whole.
